AID inh: activation induced cytidine deaminase inhibition | AID 1347428 | Q9GZX7 | actives 0.32% (n = 91,000) | AID deamination FRET fluorescence, UDG-coupled, 4 h | Potency, µM (titrated, usually from 115 µM), for inactives: top-dose activity change, negative = inhibition, actives largely listed as inhibitors; note: nearly all actives have a fitted effect of over 25% in size
Target sequence (Q9GZX7 whole entry, looked up): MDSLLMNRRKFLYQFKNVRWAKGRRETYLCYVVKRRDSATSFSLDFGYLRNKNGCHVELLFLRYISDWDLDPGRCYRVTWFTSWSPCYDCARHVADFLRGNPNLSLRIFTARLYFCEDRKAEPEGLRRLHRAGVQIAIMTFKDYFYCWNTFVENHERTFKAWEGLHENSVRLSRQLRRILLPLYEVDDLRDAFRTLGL
UDG counter: UDG inhibition counter-screen; AID 1347430; actives 0.14% (n = 91,000); FRET deamination/UDG coupled assay, UDG read, 4 h; Potency, µM (titrated, usually from 115 µM), inactives show at the top dose activity change, negative = inhibition, actives largely listed as inhibitors; note: nearly all actives have a fitted effect of over 65% in size
* hit, by the source's call; [ ] = dose if it differs, or a comment. Calls come from the whole dose curve; as a rule, active = well fitted curve in the direction sought with a large enough effect; inconclusive = small, poorly fitted or top-dose-only effect, or another doubt; inactive = no such curve, though single readings can be large; an effect the other way counts as inactive or inconclusive. % is set by controls: 0 for no effect and ±100 for the full control effect; potency is the fitted concentration of half-maximal effect. This is a subset; count on the stated rates, not on these rows.

Cc1ccccc1Nc1nn2c(=O)c3ccc(C(=O)NCCc4ccc(Cl)cc4)cc3nc2s1 was read as AID inh inconclusive and UDG counter inconclusive.
`CCOc1ccc(C2C(C(=O)Nc3ccccc3)=C(C)Nc3nc(SCc4cccc(OC)c4)nn32)cc1` (stereo not given) gave AID inh -24% and UDG counter -8%[57.5 µM].
Screening NC(=O)c1ccc(COC(=O)c2ccccc2-c2ccccc2)cc1 returned AID inh -4% and UDG counter 0%.
Cc1cc(C)cc(Nc2nc3ccccc3nc2-n2nc(C)cc2C)c1 was read as AID inh -26% and UDG counter -5%.
`COc1ccc(CNC(=O)Cc2c(C)c3ccc(O)cc3oc2=O)cc1` gave AID inh -19% and UDG counter inconclusive.
For CC(NC(=O)c1ccc(-c2ccc(F)cc2)o1)C12CC3CC(CC(C3)C1)C2 (stereo not given) the results were AID inh -11% and UDG counter -6%.
CCOc1ccc(S(=O)(=O)Nc2nc3ccccc3nc2NC2CCCCC2)cc1 was read as AID inh 5% and UDG counter 6%.
Screening COc1ccc(-c2cnc(C)o2)cc1S(=O)(=O)Nc1cccc(C(F)(F)F)c1 returned AID inh inconclusive and UDG counter inconclusive.
`COc1ccc(-c2nc(CSc3nnc(C)n4c3cc3sccc34)c(C)o2)cc1` gave AID inh 11% and UDG counter -7%.
CCOc1ccc2oc(=O)cc(-c3cc4ccccc4o3)c2c1 was read as AID inh 1% and UDG counter 9%.
For O=C(CSc1nccn1-c1ccccc1)Nc1ccc2c(c1)OCO2 the results were AID inh 25% and UDG counter 1%.
COc1cccc(N2CCN(C(=O)c3ccc(Cn4c(=O)[nH]c5cc(OC)c(OC)cc5c4=O)cc3)CC2)c1 was read as AID inh -23% and UDG counter -8%.
`CSc1ccc(Cl)c(C(=O)Nc2cc(C)cc(C)c2)c1` gave AID inh -7% and UDG counter -1%.
`CCc1cnc2c(c1SCC(=O)Nc1cc(Cl)ccc1OC)c(=O)n(C)c(=O)n2C` gave AID inh 2% and UDG counter -1%.
`Cc1ccc(CCNC(=O)c2cc(C)nc3c(C)cc(C)cc23)cc1` gave AID inh 0% and UDG counter 0%.
Screening Cc1ccc2c(CSc3nnnn3-c3ccccc3)cc(=O)oc2c1C returned AID inh -11% and UDG counter 2%.
Screening COc1ccc(OC)c(NC(=O)Cn2cc(C(=O)c3ccc(Cl)cc3)c(=O)c3cc(OC)ccc32)c1 returned AID inh 20% and UDG counter -11%.
For Cc1onc(-c2ccccc2Cl)c1C(=O)Oc1ccccc1F the results were AID inh 10% and UDG counter 27%.
`O=C(c1ccccc1COc1ccccc1)N1CCN(C2CCS(=O)(=O)C2)CC1` (stereo not given) gave AID inh 9% and UDG counter 3%.
`CCc1ccc(NC(=O)NCc2nc(-c3ccccc3)oc2C)cc1` gave AID inh -1% and UDG counter -6%.
For O=C(Nc1ccc(O)c(-c2nc3ccccc3o2)c1)c1cccs1 the results were AID inh 33%[activator] and UDG counter 15%.
`COc1ccc(Cl)cc1NC(=O)Cn1nnc(C(=O)NCc2ccc3c(c2)OCO3)c1N` gave AID inh 4% and UDG counter -4%.
`COc1ccc(NC(=O)CC2Nc3cccc4cccc(c34)NC2=O)cc1` (stereo not given) gave AID inh inconclusive and UDG counter -12%.
For Cc1cccc(N2CCN(C(=O)Cn3nc(C)c4sc5ccccc5c4c3=O)CC2C)c1 (stereo not given) the results were AID inh 7% and UDG counter 3%.
`CCN(Cc1cc(=O)[nH]c2c(C)cc(C)cc12)C(=O)Nc1cc(C)ccc1OC` gave AID inh 6% and UDG counter 3%.
Screening Cc1ccc(Oc2ccc(NC(=O)c3n[nH]c(=O)c4ccccc34)cc2)cc1 returned AID inh 4% and UDG counter -2%.
For CCc1ccc(NC(=O)Cn2ncn3c(cc4ccccc43)c2=O)cc1 the results were AID inh 52%[activator] and UDG counter -4%.
For Cc1ccc(CSCCC(=O)N2CCN(c3ccc(F)cc3)CC2)cc1 the results were AID inh inconclusive and UDG counter -9%.
For CCc1ccccc1NC(=O)CSc1ncccc1C(=O)O the results were AID inh 14% and UDG counter -3%.
Screening O=C(NCCC1CCCC1)c1cccc2ncccc12 returned AID inh 3% and UDG counter -3%.
For CCOc1ccccc1COC(=O)c1ccccc1C(=O)c1ccccc1 the results were AID inh -2% and UDG counter 3%.
`CC1=C(c2ccc(C(C)C)cc2)S(=O)(=O)NC1=NCc1ccc(OC(C)C)cc1` gave AID inh 8% and UDG counter 0%[57.5 µM].
For N#Cc1c(/N=C/c2cccc(Br)c2)sc2c1CCCC2 the results were AID inh -4% and UDG counter -2%.
Screening CC(NC(=O)CCc1ccc(C#N)cc1)c1cccs1 (stereo not given) returned AID inh 5% and UDG counter 3%.
For Cc1ccc(C2c3c(-c4cc(C)cc(C)c4O)n[nH]c3C(=O)N2CCCO)cc1 (stereo not given) the results were AID inh -5% and UDG counter 4%.
`CCC(CO)Nc1ccc(-c2nn(C)c(=O)c3ccccc23)cc1[N+](=O)[O-]` (stereo not given) gave AID inh -18% and UDG counter -1%.
`COc1cccc(C(=O)Nc2cccc3ccc(C)nc23)c1` gave AID inh -12% and UDG counter -9%.
`COc1nc(C(=O)NCCCN2CCCC2=O)cc2ccccc12` gave AID inh -8% and UDG counter -2%.
COc1cccc(NC(=O)[C@H](C(C)C)n2nnc3ccccc3c2=O)c1 was read as AID inh 1% and UDG counter 7%.
For O=C1CCCc2nccc(-c3ccc(Cl)cc3)c21 the results were AID inh -2% and UDG counter 5%.
`Cc1ccccc1Cn1cc(S(=O)(=O)c2ccc(Cl)cc2)c(=O)c2cc3c(cc21)OCO3` gave AID inh 15% and UDG counter 6%.
Screening CCN(CC)S(=O)(=O)c1ccc2[nH]c(=O)cc(C(=O)N(C)CC3CC3)c2c1 returned AID inh -3% and UDG counter -2%.
Screening Cc1ccc(-n2c(=O)c3c(c4cc(C)ccc4n3C)n(CC(=O)NCc3ccccc3)c2=O)cc1 returned AID inh 5% and UDG counter -13%[57.5 µM].
CCc1c(C)sc(NC(=O)Cc2ccc(Cl)c(Cl)c2)c1C#N was read as AID inh 8% and UDG counter -1%.
Screening O=C(NCC(c1cccs1)N1CCOCC1)c1cc(=O)c2cc(Br)ccc2o1 (stereo not given) returned AID inh -1% and UDG counter -7%.
Cc1cccc(OCC(=O)NCc2ccc3c(c2)CCN3C(=O)c2ccc(Cl)cc2)c1 was read as AID inh 7% and UDG counter -2%.
Cc1ccc(NC(=O)Cc2nnc(SC(C)C(=O)Nc3ccc4c(c3)OCO4)n2C)cc1 (stereo not given) was read as AID inh -4% and UDG counter -17%.
For COC(=O)c1c(-c2cccs2)csc1NC(=O)COc1ccc(C)cc1 the results were AID inh 128%[activator] and UDG counter -6%.
`O=C1CC(c2ccccc2)Cc2[nH]c(=O)c(-c3nc(-c4ccc(Cl)cc4)cs3)cc21` (stereo not given) gave AID inh 6% and UDG counter 5%.
CCOc1c(Br)cc(/C=C/C(=O)c2ccc(OC)c(OC)c2)cc1OC was read as AID inh inconclusive and UDG counter -20%.
For Cc1ccccc1-c1nc2scc(CCNS(=O)(=O)c3ccccc3)n2n1 the results were AID inh 7% and UDG counter 23%.
Cc1ccc(Cl)cc1NS(=O)(=O)c1ccc2c(c1)NC(=O)CCS2 was read as AID inh -17% and UDG counter 11%.
For COc1ccc(-n2nc(C)c3c2NC(=O)CC3c2ccc(O)cc2)cc1 (stereo not given) the results were AID inh -4% and UDG counter -3%.
For Nc1ccc2c(c1)C(=O)NC2 the results were AID inh 0% and UDG counter 5%.
`Cc1[nH]c2ccccc2c1C(c1ccc(F)cc1)c1c(C)[nH]c2ccccc12` gave AID inh 45%[activator] and UDG counter -24%.
For Cc1cc(-c2ccc(C)c(S(=O)(=O)NC(c3cccs3)C(C)C)c2)on1 (stereo not given) the results were AID inh -17% and UDG counter -7%.
For COc1ccccc1N1CCN(C(=O)c2cn(C)c3ccc(S(=O)(=O)N(C)C4CCCCC4)cc3c2=O)CC1 the results were AID inh -6%[57.5 µM] and UDG counter -2%[57.5 µM].
`Cc1ccc(CCNC(=O)c2cn(C)c3ccc(S(=O)(=O)N(C)C4CCCCC4)cc3c2=O)cc1` gave AID inh -25%[57.5 µM] and UDG counter 0%[57.5 µM].
COc1cc(C2CC(=O)Nc3c2ncn3-c2ccccc2Br)ccc1O (stereo not given) was read as AID inh 7% and UDG counter -1%.
For CCc1c(C)sc(NC(=O)C(c2ccccc2)c2ccccc2)c1C#N the results were AID inh 51%[activator] and UDG counter -2%.
`O=[N+]([O-])c1ccc(S(=O)(=O)N2CCn3cccc3C2c2ccccc2F)cc1` (stereo not given) gave AID inh inconclusive and UDG counter -12%[57.5 µM].
`O=C(Cc1c[nH]c2ccccc12)NC1CCN(CC2CCCC2)CC1` gave AID inh 10% and UDG counter -9%.
O=C1CSc2ccc(S(=O)(=O)NC3CCCCC3)cc2N1 was read as AID inh -7% and UDG counter 2%.
Screening CC(C)Cn1cnc2c1c(=O)n(CC(=O)NCCc1ccc(F)cc1)c(=O)n2Cc1ccccc1 returned AID inh 2% and UDG counter 5%.
For CCN(CC)c1cc(C)c2cc(NC(=O)c3cccc(F)c3)ccc2n1 the results were AID inh inconclusive and UDG counter -20%.
`COc1ccccc1N1CCN(C(=O)CCc2nnc3n(C)c(=O)c4sccc4n23)CC1` gave AID inh -7% and UDG counter -14%.
Screening CCNC(=O)NC(=O)C(C)Sc1nnc(-c2cccc(C)c2)n1C (stereo not given) returned AID inh -2% and UDG counter 4%.
O=C(Cn1c(=O)n(Cc2ccccc2)c(=O)c2sc3ccccc3c21)Nc1ccccc1F was read as AID inh 10% and UDG counter -7%.
Screening O=C(O)CCN1CCCCC1 returned AID inh 7% and UDG counter 8%.
CCCNC(=O)C1CCN(C(=O)c2ccc(C(F)(F)F)cc2)CC1 was read as AID inh 2% and UDG counter -2%.
CC(/C=C/c1ccc(F)cc1)=C\C(=O)O was read as AID inh -11% and UDG counter -3%.
For COc1ccc2cc(C(=O)NCC3CCC3)c(C)nc2c1 the results were AID inh 0% and UDG counter -6%.
For CCc1cccc(NC(=O)COc2cc(=O)n(CC)c3ccccc23)c1 the results were AID inh -15%[57.5 µM] and UDG counter -17%[57.5 µM].
`CC(=O)Nc1c(C)noc1/C=C\c1ccc(C)c(S(=O)(=O)Nc2cccc(C)c2C)c1` gave AID inh -10% and UDG counter 6%.
Screening O=C(NC1CCN(Cc2ccccc2)CC1)c1ccc(Cn2c(=O)c3ccccc3n(Cc3ccc(F)cc3)c2=O)cc1 returned AID inh 2% and UDG counter 5%.
O=C(COc1ccc(Cl)cc1Cl)OCC(=O)c1ccc[nH]1 was read as AID inh -16% and UDG counter -14%.
Cc1ccc(NC(=O)Cn2cc3c(n2)CCC(C)C3)cc1C (stereo not given) was read as AID inh 6% and UDG counter 8%.
CC(=O)c1ccc(NC(=O)c2cc(S(=O)(=O)N3CCOCC3)ccc2C)cc1 was read as AID inh 18% and UDG counter -6%.
Screening COc1ccc(-n2nc(C(=O)Nc3cccc(C(F)(F)F)c3)c3c4ccccc4n(C)c3c2=O)cc1 returned AID inh 11% and UDG counter -4%.
Screening CC(C)(C)NC(=O)C(F)(F)C(F)(F)C(=O)NC(C)(C)C returned AID inh 11% and UDG counter 8%.
`COc1ccccc1CNC(=O)c1cccn1-c1nnc(N2CCCC2)s1` gave AID inh -7% and UDG counter inconclusive.
`CCC(C)(C)c1cc(O)c(C(C)(C)CC)cc1O` gave AID inh -3% and UDG counter -29%.
CC(NC(=O)C1CCN(C(=O)c2cccc3ccccc23)CC1)c1ccc(F)c(F)c1 (stereo not given) was read as AID inh 7% and UDG counter 1%.

Grouped by structure, those above with a Cl atom (13)
Cc1ccccc1Nc1nn2c(=O)c3ccc(C(=O)NCCc4ccc(Cl)cc4)cc3nc2s1 was read as AID inh inconclusive and UDG counter inconclusive.
`CSc1ccc(Cl)c(C(=O)Nc2cc(C)cc(C)c2)c1` gave AID inh -7% and UDG counter -1%.
`CCc1cnc2c(c1SCC(=O)Nc1cc(Cl)ccc1OC)c(=O)n(C)c(=O)n2C` gave AID inh 2% and UDG counter -1%.
Screening COc1ccc(OC)c(NC(=O)Cn2cc(C(=O)c3ccc(Cl)cc3)c(=O)c3cc(OC)ccc32)c1 returned AID inh 20% and UDG counter -11%.
For Cc1onc(-c2ccccc2Cl)c1C(=O)Oc1ccccc1F the results were AID inh 10% and UDG counter 27%.
`COc1ccc(Cl)cc1NC(=O)Cn1nnc(C(=O)NCc2ccc3c(c2)OCO3)c1N` gave AID inh 4% and UDG counter -4%.
For O=C1CCCc2nccc(-c3ccc(Cl)cc3)c21 the results were AID inh -2% and UDG counter 5%.
`Cc1ccccc1Cn1cc(S(=O)(=O)c2ccc(Cl)cc2)c(=O)c2cc3c(cc21)OCO3` gave AID inh 15% and UDG counter 6%.
CCc1c(C)sc(NC(=O)Cc2ccc(Cl)c(Cl)c2)c1C#N was read as AID inh 8% and UDG counter -1%.
Cc1cccc(OCC(=O)NCc2ccc3c(c2)CCN3C(=O)c2ccc(Cl)cc2)c1 was read as AID inh 7% and UDG counter -2%.
`O=C1CC(c2ccccc2)Cc2[nH]c(=O)c(-c3nc(-c4ccc(Cl)cc4)cs3)cc21` (stereo not given) gave AID inh 6% and UDG counter 5%.
Cc1ccc(Cl)cc1NS(=O)(=O)c1ccc2c(c1)NC(=O)CCS2 was read as AID inh -17% and UDG counter 11%.
O=C(COc1ccc(Cl)cc1Cl)OCC(=O)c1ccc[nH]1 was read as AID inh -16% and UDG counter -14%.

Entries from the list above that contain a CF3 group, in the order listed:
Screening COc1ccc(-c2cnc(C)o2)cc1S(=O)(=O)Nc1cccc(C(F)(F)F)c1 returned AID inh inconclusive and UDG counter inconclusive.
CCCNC(=O)C1CCN(C(=O)c2ccc(C(F)(F)F)cc2)CC1 was read as AID inh 2% and UDG counter -2%.
Screening COc1ccc(-n2nc(C(=O)Nc3cccc(C(F)(F)F)c3)c3c4ccccc4n(C)c3c2=O)cc1 returned AID inh 11% and UDG counter -4%.

Screening data: PubChem, National Center for Advancing Translational Sciences (NCATS)
